Screening data from PubChem.
MT1-MMP act inh = inhibitors of human MT1-MMP activation. P50281. HT1080 RFP-PRO-GFP cells, GFP/RFP ratio fluorescence, overnight; percent of plate control window, DMSO zero. GFP/RFP ratio change, % at 20 µM. hit rate 0.061% among 360,000. AID 651647;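 active means GFP/RFP ratio change of at least 30% with cell ATP level not reduced by more than half and red fluorescence within 50% of control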; further: strong numbers were not always called active
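system = RFP-PRO-GFP reporter HT1080 cells | dosing = 20 µM single dose, 1% DMSO | timing = overnight cell settling, then overnight compound exposure, 37 °C, 5% CO2 | read-out basis = GFP/RFP fluorescence ratio | controls = DMSO and RFP-L50D-GFP cell wells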
MLLE-PAM2 inh = blocks PAM2 peptide binding to the PABP1 MLLE domain; GST-MLLE / FITC-PAM2 fluorescence polarization; inhibition, % at 20 µM; hit rate 0.36% among 360,000; AID 588489; in the data active means inhibition above about 35%, passing the limit was not always enough;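 further: plate controls were DMSO wells with GST-MLLE for no effect and wells lacking GST-MLLE protein for full effect; some results filed as inactive read as strong as hits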
Rin1 Abl inh = blocks binding of human Rin1 to Abl; AID 588664; inhibition, % at 7.35 µM; TR-FRET Rin1/Abl binding, biochemical; hit rate 0.4% among 360,000; in the data active means inhibition above about 5%, passing the limit was not always enough
Neddyl block = cullin neddylation inhibition; P61081+Q13564; TR-FRET cullin neddylation, biochemical; calls only at 25 µM; hit rate 0.58% among 360,000; in the data active means inhibition above about 36%
MsrA act = activates bovine MsrA enzyme | purified bovine MsrA, absorbance read-out | activation, % at 10.6 µM | hit rate 0.3% among 360,000 | AID 602163; in the data active means activation above about 7.5%;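 further: 0% = vehicle and 100% = reference activator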
SKN-1 block = C. elegans SKN-1 inhibition; inhibition, % at 21.8 µM; hit rate 0.49% among 360,000; AID 624304; C. elegans VP596 Pgst-4::GFP/RFP ratio, acrylamide-induced, 24 h;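 active means interference check ratio from 0.5 to 1.5 plus GFP to RFP signal ratio inhibition reaching or exceeding a fixed threshold, cut at about 30% in these data, passing the limit was not always enough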; further: some compounds called inactive have numbers as strong as hits
E coli Lon inh = inhibits E. coli Lon protease | purified E. coli Lon protease, fluorescence polarization | inhibition, % at 7.94 µM | hit rate 0.42% among 360,000 | AID 602123; in the data active means inhibition above about 13%, passing the limit was not always enough;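 further: 0% = enzyme with probe and DMSO and 100% = no enzyme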
FAS TE block = FAS thioesterase (human) inhibition; hit rate 0.67% among 360,000; inhibition, % at 15 µM; recombinant FAS-TE, OMFH fluorogenic substrate, fluorescence endpoint;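 active means compounds whose normalised, plate-corrected inhibition of enzyme fluorescence in the single-dose primary screen is 50% or more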;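 further: 0% = DMSO with enzyme and 100% = substrate without enzyme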
CendR NRP1 mod = NRP-1/CendR interaction modulation | inhibition, % at 25 µM | O14786 | AID 602438 | FAM-RPARPAR peptide binding to NRP-1, fluorescence polarization | hit rate 0.85% among 360,000;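 active means inhibition or corrected inhibition above about 18%, plus a signal ratio from 0.5 to 1.5, limit read from the data, passing the limit was not always enough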; further: strong numbers were not always called active
Target sequence (O14786 whole entry, looked up): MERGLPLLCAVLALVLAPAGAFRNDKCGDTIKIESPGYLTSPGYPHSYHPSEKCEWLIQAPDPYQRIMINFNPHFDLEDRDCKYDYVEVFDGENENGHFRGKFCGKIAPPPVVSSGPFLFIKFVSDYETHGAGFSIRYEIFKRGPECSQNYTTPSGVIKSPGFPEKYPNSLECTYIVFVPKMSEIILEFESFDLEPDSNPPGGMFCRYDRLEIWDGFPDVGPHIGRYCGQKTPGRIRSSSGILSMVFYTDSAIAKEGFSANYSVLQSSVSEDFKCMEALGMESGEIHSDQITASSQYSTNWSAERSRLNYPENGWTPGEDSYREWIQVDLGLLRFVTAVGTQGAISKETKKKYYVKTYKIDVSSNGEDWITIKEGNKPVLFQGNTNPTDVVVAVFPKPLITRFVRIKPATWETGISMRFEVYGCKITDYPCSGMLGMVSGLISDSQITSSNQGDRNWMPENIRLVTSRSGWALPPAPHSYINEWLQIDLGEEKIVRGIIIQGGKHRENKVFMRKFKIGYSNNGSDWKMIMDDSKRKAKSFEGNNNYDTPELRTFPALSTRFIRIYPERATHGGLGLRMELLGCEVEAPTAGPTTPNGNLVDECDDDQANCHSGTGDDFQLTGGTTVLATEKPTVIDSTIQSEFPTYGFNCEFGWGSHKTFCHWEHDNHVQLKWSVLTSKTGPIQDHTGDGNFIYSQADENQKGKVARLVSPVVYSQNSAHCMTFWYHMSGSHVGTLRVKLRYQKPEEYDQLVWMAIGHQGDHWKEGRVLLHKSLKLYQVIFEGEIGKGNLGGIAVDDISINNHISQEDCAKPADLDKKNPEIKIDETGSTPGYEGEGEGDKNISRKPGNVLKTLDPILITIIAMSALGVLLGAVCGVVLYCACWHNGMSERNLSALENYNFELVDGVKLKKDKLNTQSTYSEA
* = called active by the depositor; i = inactive; . = not tested or not shown.

The opening two records (preview)
SMILES	MT1-MMP act inh	MLLE-PAM2 inh	Rin1 Abl inh	Neddyl block	MsrA act	SKN-1 block	E coli Lon inh	FAS TE block	CendR NRP1 mod
O=C(O)CCC(=O)OCc1c(-c2ccccc2)ncc2ccccc12	1	5	3	i	-3	10	5	-12	19
O=C1c2ccccc2C(O)N1c1ccc(Cl)cc1 (configuration not stated)	0	5	-1	i	-1	-2	-9	-8	-6

All compounds of this part, previewed entries included:
SMILES	MT1-MMP act inh	MLLE-PAM2 inh	Rin1 Abl inh	Neddyl block	MsrA act	SKN-1 block	E coli Lon inh	FAS TE block	CendR NRP1 mod
O=C(O)CCC(=O)OCc1c(-c2ccccc2)ncc2ccccc12	1	5	3	i	-3	10	5	-12	19
O=C1c2ccccc2C(O)N1c1ccc(Cl)cc1 (configuration not stated)	0	5	-1	i	-1	-2	-9	-8	-6
CCCCC(=O)/C=C/n1c(=S)oc2ccccc21	-3	-39	-3	i	-1	39*	6	12	7
CCOc1cc(N2CCOCC2)c(OCC)cc1NC(=O)Cn1cnnn1	4	-4	2	i	-2	0	-9	-3	0
Cc1ccc2nc3c(cc(C(=O)NC4CCCCC4)c(=N)n3C3CCCCC3)c(=O)n2c1	1	8	-1	.	-3	-26	7	12	4
Cc1ccc2c(c1)N(C(=O)CCC(=O)NC1CCCCCC1)CCO2	3	-1	0	i	1	27	-1	3	-1
COc1cccc(-n2c(C)c3c(OC)cccc(=O)c3c2C)c1	-10	-10	1	i	-6	10	8	-2	-15
CCOC(=O)C(=COC(=O)c1ccccc1)NC(=O)Cc1ccccc1	-1	9	1	i	-3	-7	-6	10	-2
Cc1ccc(S(=O)(=O)N(CCCO)Cc2cc3c(C)ccc(C)c3[nH]c2=O)cc1	7	10	-3	i	-3	-11	-2	-2	-5
ClCc1nc2ccccc2n1Cc1ccccc1	-6	81	1	i	-2	-13	10	-18	6
O=C(CCn1nnc2ccccc2c1=O)NCC1CCC(C(=O)O)CC1 (configuration not stated)	-2	-3	-2	i	-1	19	13	-8	3
Cc1ccc(-n2nnnc2SCC(=O)c2cc(C)n(-c3cc(C)on3)c2C)c(C)c1	-4	-110	5	i	1	4	-14	-57	-24
Cn1c(C(=O)Nc2ccc3c(c2)OCCO3)cc2sccc21	9	-8	0	i	-8	6	-1	10	5
O=C(/C=C/c1cccc([N+](=O)[O-])c1)n1cnc2ccccc21	-3	-8	0	i	-4	6	2	1	1
Cc1ccc(S(=O)(=O)NN2C(=O)/C(=C/c3ccc(C(=O)O)cc3)SC2=S)cc1	-2	4	-1	i	-7	-1	-7	-7	-20
COc1ccc(CC(=O)NCc2ccc3c(c2)OCO3)cc1	1	-1	-2	i	0	10	1	-4	-1
COc1ccc2ccccc2c1-c1csc(N)n1	0	3	-1	i	3	5	-4	-9	9
COC1CCN(C(=O)c2cc(COc3ccc(-n4cncn4)cc3)on2)CC1	2	4	5	i	-6	-14	-5	-4	1
Cn1nnnc1SCC(=O)Nc1sccc1C(N)=O	-5	-43	4	i	-5	-1	-19	-6	-3
Cc1cccc(NC(=S)NC23CN4CN(CN(C4)C2)C3)c1C	1	6	2	i	-3	-5	0	-10	13
CC(C)N1CCN(Cc2cccc3nonc23)CC1CCO (configuration not stated)	1	-7	3	i	-3	-5	-7	-2	-10
CC1CCN(CC(=O)N2c3ccccc3CC2C)CC1 (configuration not stated)	3	12	-4	i	-2	-1	-2	-5	2
COC(=O)COc1cccc(-n2cnnn2)c1	1	13	0	i	1	-3	1	-1	-12
CN1CCN(c2cccc3c2S(=O)(=O)N[C@H](Cc2ccccc2)CO3)CC1	0	.	.	i	-2	10	5	-6	-6
C=CCn1c(=NC(=O)C2CCCCC2)sc2cc(NC(C)=O)ccc21	0	4	1	i	-5	5	-1	-1	-11
(further entries)
SMILES	MT1-MMP act inh	MLLE-PAM2 inh	Rin1 Abl inh	Neddyl block	MsrA act	SKN-1 block	E coli Lon inh	FAS TE block	CendR NRP1 mod
COc1ccccc1-n1c(SCC(=O)O)nnc1-c1ccc(S(=O)(=O)N2CCCCC2)cc1	0	-99	-3	i	-12	-6	8	-5	-5
CCOc1cc(C2NN=C(c3ccccc3)S2)ccc1OCc1ccc(F)cc1 (configuration not stated)	-3	-15	0	i	-4	5	-4	6	0
Cc1ccc(S(=O)(=O)N[C@H](C(=O)N2CCC(C(=O)N[C@@H](CC(=O)O)C(=O)O)CC2)C(C)C)cc1	3	3	-1	i	-3	-12	0	-5	11
CCc1cc2c(SCC(=O)C(C#N)=C3N(C)c4ccccc4N3C)ncnc2s1	1	-13	-17	i	-5	-20	-14	-7	-12
COc1cccc(-c2nc3ccc([N+](=O)[O-])cc3o2)c1	-6	11	-6	i	-2	0	-3	2	5
OCn1c2ccccc2c2ccccc21	-2	3	1	i	-2	4	-3	0	1
O=C(CCCN1C(=O)/C(=C\c2ccccc2)SC1=S)Nc1ccc(O)cc1	1	11	-1	i	-8	-7	2	14	-1
Cc1nn(-c2ccccc2)c(N)c1C(c1ccccc1)c1c(C)nn(-c2ccccc2)c1N	2	16	2	i	-2	11	-11	-2	-12
CCOC(=O)C(NC(=O)c1cccc(Cl)c1)(Nc1nnc(C)s1)C(F)(F)F (configuration not stated)	0	10	-1	i	-4	2	-9	-9	2
CC1CCCCN1C(=O)c1c([N+](=O)[O-])cnn1C (configuration not stated)	5	12	-2	i	-3	20	-6	-6	8
CC(=O)Nc1cccc(NC(=O)C2CCCN2C(=O)Nc2cccc(F)c2)c1 (configuration not stated)	-2	-7	1	i	-11	6	-6	-10	3
Cn1c(=O)c2c(nc(Br)n2C/C=N/NC(N)=S)n(C)c1=O	3	27	2	i	4	23	11	4	5
CC[C@H](CO)Nc1nc(Nc2cccc(Cl)c2)c2ncn(C(C)C)c2n1	-10	-6	3	i	-11	-20	4	1	2
c1ccc(CN2CCN(c3nc(N4CCOCC4)c4ccccc4n3)CC2)cc1	9	3	3	i	-1	-20	5	10	-5
Oc1c(N=NC(=S)Nc2ccccc2F)c2ccccc2n1Cc1ccccc1Cl	12	19	3	i	-4	11	-7	32	-15
COc1cc(Br)c(/C=C/c2ccc3cccc(O)c3n2)cc1OC	2	0	0	i	-3	1	2	7	16
COc1ccnc(N=CNOCc2cccc(C(F)(F)F)c2)c1C#N	2	6	0	i	-4	-2	2	23	-8
O=C1CSC(c2ccccn2)N1c1ccc(Br)cc1 (configuration not stated)	1	6	-2	i	-8	1	2	-8	-5
Nc1ccc(CSc2ccc(Cl)cc2)cc1	3	-4	5	i	-12	-2	3	1	19
O=C(C1=C[C@@H](c2coc3ccccc3c2=O)C[C@@H](OCCCCO)O1)N1CCN(Cc2ccccc2)CC1	0	7	-2	i	-9	6	3	-3	-1
COc1ccc(NC(=O)N2CCCC2C(=O)NCc2ccc(F)cc2)cc1 (configuration not stated)	-1	7	3	i	5	-7	0	-3	6
Cc1cc(Nc2ccccc2)n(-c2nc3ccccc3[nH]2)n1	-7	-10	1	i	-5	9	7	24	11
O=C(CN1C(=O)NC(c2ccccc2)(c2ccccc2)C1=O)N1CCN(c2ccccc2F)CC1	0	-12	1	i	-2	-1	-8	12	7
CCCc1nnc(NC(=O)CCC(=O)N2CCCCCC2)s1	-5	2	2	i	-4	-32	-3	-5	7
O=c1cc(Cc2ccccc2)[nH]c(=S)[nH]1	1	33	1	i	2	0	5	-10	0
Following part.
SMILES	MT1-MMP act inh	MLLE-PAM2 inh	Rin1 Abl inh	Neddyl block	MsrA act	SKN-1 block	E coli Lon inh	FAS TE block	CendR NRP1 mod
COc1ccc(C)cc1NC(=O)CN1C(=O)c2cccc3cccc1c23	1	0	-1	.	0	-19	0	-2	-16
CCOC(=O)/C(C#N)=C\c1ccc(OC)c(OC)c1	2	1	2	i	-5	11	-1	-6	10
Cc1ccc2c(c1)c(=O)c1c3n2CCN(C(=O)CCl)C3CC1 (configuration not stated)	-1	8	9.4*	i	-3	-6	15	0	26*
CN1CCN(NC(=O)Nc2ccc([N+](=O)[O-])cc2)CC1	-1	6	2	i	-4	-13	-11	-5	9
CCn1cc(C(=O)N2CCCC(N3CCN(c4cccc(C(F)(F)F)c4)CC3)C2)cn1 (configuration not stated)	-3	-3	-2	i	-3	4	0	-5	-6
COc1ccc(Nc2ccc(OC)cc2)cc1	38*	22	-1	i	-12	47	30	6	22
Cn1c(NC(=O)c2cccnc2)nc2ccccc21	7	33	0	i	0	8	0	0	7
CCC(=O)Nc1ccc(C(=O)N2CCN(C(=O)c3ccco3)CC2)cc1	3	17	-2	i	-5	8	-8	-16	4
COc1ccc(NC(=O)CN2C(=O)C(=O)N(C3CCCC3)C2=O)c(OC)c1	0	-5	1	i	-4	4	-10	-6	0
COc1ccc(N2C(=O)CC(Sc3nnc(-c4ccccc4)o3)C2=O)cc1 (configuration not stated)	9	-33	-5	i	-4	-8	0	-1	-7
CC1CN(S(=O)(=O)c2ccc(-c3nc4ccccc4s3)cc2)CC(C)O1 (configuration not stated)	-2	-5	-2	i	-3	11	3	-2	0
O=C(Cn1c(=O)[nH]c2ccccc2c1=O)N1CCN(c2cccc(Cl)c2)CC1	-4	7	4	i	-3	-2	-11	0	-5
O=C(c1cc([N+](=O)[O-])cc([N+](=O)[O-])c1)N1CCOCC1	-1	6	-2	i	1	12	0	-14	8
CC12CCC(=O)N1C(C(=O)NNC(=O)c1ccccc1Cl)CS2 (configuration not stated)	-3	12	3	i	-4	1	6	-8	3
CCc1c(C)c(C#N)c2nc3ccccc3n2c1Nc1c(C)n(C)n(-c2ccccc2)c1=O	-11	-6	1	i	0	13	-22	-6	-5
Cc1cc(C(F)(F)F)nn1Cc1n[nH]c(=S)n1-c1ccc(Cl)cc1	0	-16	0	i	3	6	-8	-8	1
Cc1ccc2cc(CN(CCN3CCCC3)C(=O)Nc3ccccc3)c(=O)[nH]c2c1C	0	-14	3	i	-4	-7	-14	-6	3
Cc1cccc2cc(CN(Cc3ccco3)C(=O)c3ccco3)c(=O)[nH]c12	0	6	-2	i	-1	-15	-3	-2	1
Cc1ccc(-n2c(CSc3nc(C)cc(C)n3)nnc2SCC(=O)Nc2nccs2)cc1	1	-7	-3	i	-2	3	7	-2	6
CCOc1nc(NCCc2ccc(OC)c(OC)c2)nc(N2CCN(c3ccc(OC)cc3)CC2)n1	10	0	-6	i	-2	13	-15	-2	4
O=C(O)c1ccc2c(c1)C(c1ccccc1)OC2=O (configuration not stated)	-3	9	-1	i	-5	-17	-9	-8	-10
CCOC(=O)c1cn(CC(=O)Nc2ccc3c(c2)OCCO3)nn1	3	-12	-2	i	-2	-7	-2	-6	-10
OC(CNC1CCCCC1)CON=C1CCSc2c(Cl)cccc21 (configuration not stated)	6	5	4	i	-1	3	-6	-6	1
O=Cc1ccc(-c2cccc([N+](=O)[O-])c2)o1	2	-7	-3	i	-6	1	6	2	0
O=C(COC(=O)c1ccc(Br)cc1)Nc1cccnc1Cl	1	3	3	i	-3	5	-3	4	-12
CCc1ccc(OCC(=O)NC(C)C)cc1	3	-7	1	i	2	-5	-20	-3	-5
O=[N+]([O-])c1ccc(CCn2ccnc2)cc1	5	-1	0	i	-7	-2	0	-5	5
CC1(C)Cc2noc(N)c2C(C)(C)N1OC(=O)c1scc2c1OCCO2	-9	7	4	i	-12	-19	-4	-14	-6

Entries listed so far that bear a hit mark in MT1-MMP act inh.
SMILES | MT1-MMP act inh | MLLE-PAM2 inh | Rin1 Abl inh | Neddyl block | MsrA act | SKN-1 block | E coli Lon inh | CendR NRP1 mod
COc1ccc(Nc2ccc(OC)cc2)cc1 | 38* | 22 | -1 | i | -12 | 47 | 30 | 22
